HT1080 viability = HT1080 cell viability loss – fluorescence readout (AID 620); HT1080 viability, fluorescence; higher % means a stronger effect; cytotoxicity, % at 10 µM; hits with a dose series show EC50 in µM; 87,000 compounds, 0.42% hits; in the data active = cytotoxicity above about 50%;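 also: cells exposed to compound overnight then 4 h with Alamar Blue; 0% = vehicle DMSO and 100% = killing control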
* = called active by the depositor. Only part of the results is shown. The share of hits here may be higher or lower than overall.

SMILES	HT1080 viability
Cc1ccc(CSc2ncnc3c2cnn3Cc2ccccc2)cc1C	-11.3%
CCN(CC)CC(O)COc1ccc2c(c1)c(C(C)=O)c(C)n2-c1ccccc1 (stereo unspecified)	-23.1%
Cn1c(SCC(=O)N2CCN(c3ccccc3)CC2)nnc1-c1ccco1	8.9%
CCOc1ccc(N(C(C)C(=O)NCc2ccco2)S(C)(=O)=O)cc1 (stereo unspecified)	-12.3%
COc1ccc(OC)c(S(=O)(=O)NC2CCCCC2)c1	-17.4%
Cc1ccc(CNc2ccc(CNc3ncn[nH]3)cc2)cc1	5.6%
CCOc1ccc(NC(=O)CSc2nnc(C)n2CC2CCCO2)cc1 (stereo unspecified)	-2.7%
CN1/C(=C/C2CC(=O)N(c3ccc([N+](=O)[O-])cc3)C2=O)C(C)(C)c2ccccc21 (stereo unspecified)	1.3%
Cc1ccc(C)c(N(CC(=O)NCCC2=CCCCC2)S(C)(=O)=O)c1	2.3%
O=C(Nc1ccc(Cl)c(Cl)c1)OCCNC(=O)c1cccc(Cl)c1	22.1%
COc1ccc(N2CCN(c3oc(Cc4ccccc4)nc3C#N)CC2)cc1	-4.8%
CC(=O)c1cc2c(cc1NC(=O)C1CC1)OCO2	8.1%
Cc1nccn1CC(O)COc1ccccc1 (stereo unspecified)	-12.9%
Cc1cccc(C)c1OCC(O)Cn1nnc2ccccc21 (stereo unspecified)	-8.9%
COc1ccc(OC)c(N(CC(=O)N2CCc3ccccc3C2)S(C)(=O)=O)c1	-1.4%
C=CCn1c(N)cc(=O)nc1SCC(=O)Nc1ccc2ccccc2c1	-8.3%
CC1CN(C2CCN(C(=O)c3cccc(Cl)c3)CC2)CC(C)O1 (stereo unspecified)	-13.4%
COc1ccc2nc(N3CCOCC3)cc(C)c2c1	11.8%
O=C(Cn1cnc2ccccc2c1=O)NCC1COc2ccccc2O1 (stereo unspecified)	-1.4%
CN(CC(=O)Nc1nc2ccc(F)cc2s1)S(=O)(=O)c1ccc(Cl)cc1	-9.3%
S=C(Nc1ccccc1)N1N=CCC1c1ccccc1 (stereo unspecified)	-0.5%
CCC(C)NC(=O)c1ccccc1NC(=O)CN(c1ccc(OC)cc1)S(C)(=O)=O (stereo unspecified)	-15.4%
Clc1ccc(Cn2cc(/C=N/n3cnnc3)c3ccccc32)c(Cl)c1	9.4%
CCc1[nH]nc2c1C(Cc1ccccc1)C(C#N)=C(N)O2 (stereo unspecified)	-3.0%
Cc1nn(Cc2ccccc2)c(C)c1NC(=O)CSc1nc(-c2ccccc2)nc2c1cnn2-c1ccccc1	-7.5%
COc1ccc2[nH]c(=O)c(CN(Cc3cccs3)Cc3nnnn3Cc3ccccc3)cc2c1	-0.3%
O=C(CN1C(=O)NC2(CCCCCCC2)C1=O)N1CCN(C(=O)c2ccco2)CC1	-6.7%
N#Cc1c(-c2ccc(Cl)cc2)ccn2nc(C3CCCCC3)nc12	-4.0%
Cc1cccc(CN2CCN(CC(=O)NCCCN3CCN(c4ccc(F)cc4)CC3)C2=O)c1	-2.5%
COC(=O)C1=C(C)N(C)C(C)=C(C(=O)OC)C1c1ccc(Cl)cc1	-8.7%
CCCCCCCC1(C)NC(=O)N(c2ccccc2)N1 (stereo unspecified)	4.4%
CCC1=C(OC(=O)N(CC)CC)N2C(=O)OC(=NCCc3c[nH]c4ccccc34)[C@]2(Cc2ccccc2)[C@H]2C1=CC[C@H]1C(=O)N(C)C(=O)[C@H]12	4.2%
CC(C)C(=O)Nc1ccc(Cc2ccc(NC(=O)C(C)C)c(O)c2)cc1O	15.9%
CCOC(=O)c1ccc(NC(=O)CC2C(=O)N(c3ccc(F)cc3)C(=O)N2CCC(C)C)cc1 (stereo unspecified)	4.5%
CC(=O)C1=C(O)C(=O)N(Cc2cccnc2)C1c1ccc(C)cc1 (stereo unspecified)	12.4%
O=P(OC1CCCCC1)(OC1CCCCC1)C(O)c1ccccc1 (stereo unspecified)	3.4%
O=C(Nc1ccccc1)c1c(F)c(F)c(F)c(F)c1F	10.7%
O=C(Nc1ccccc1)N(C1=NCCCCS1)c1cccc2ccccc12	-1.6%
CCOC(=O)C(O)(CC(=O)Nc1ccc(Cl)cc1Cl)C(F)(F)F (stereo unspecified)	-11.5%
CCCCOC(=O)c1ccc(NC(=O)c2nn(C)cc2Br)cc1	-12.2%
Cc1nc(-c2ccccc2)nc2[nH]ccc(=O)c12	-8.6%
CCN(CC)C(=O)C1CC(=O)OC12CCCCC2 (stereo unspecified)	8.9%
Cc1csc(NC(=O)c2c(-c3c(Cl)cccc3Cl)noc2C)n1	3.2%
CCN1CCN(c2cc(C)c3cc(NC(=O)c4cccnc4Cl)ccc3n2)CC1	-7.9%
CC(NC(=O)CCSc1nc(-c2ccc3c(c2)OCO3)cc(C(F)(F)F)n1)c1ccccc1 (stereo unspecified)	9.4%
CCc1ccc2[nH]c(=O)c(CN(Cc3ccccc3)C(=O)Nc3ccccc3OC)cc2c1	22.1%
CCOC(=O)CNC(=O)c1cccs1	3.5%
O=C(NCc1ccco1)c1ccccc1NS(=O)(=O)c1ccc(Cl)s1	-5.4%
O=S(=O)(NCc1ccccc1)c1cccc(S(=O)(=O)N2CCOCC2)c1	5.3%
CNC(=O)CSc1nnc(-c2ccco2)n1-c1ccc(C)cc1	-5.9%

The closing 5 entries of the section above lead into the next:
SMILES	HT1080 viability
CCc1ccc2[nH]c(=O)c(CN(Cc3ccccc3)C(=O)Nc3ccccc3OC)cc2c1	22.1%
CCOC(=O)CNC(=O)c1cccs1	3.5%
O=C(NCc1ccco1)c1ccccc1NS(=O)(=O)c1ccc(Cl)s1	-5.4%
O=S(=O)(NCc1ccccc1)c1cccc(S(=O)(=O)N2CCOCC2)c1	5.3%
CNC(=O)CSc1nnc(-c2ccco2)n1-c1ccc(C)cc1	-5.9%
COc1cc(C(c2c(C)[nH][nH]c2=O)c2c(C)[nH][nH]c2=O)ccc1OS(=O)(=O)c1ccccc1	-3.0%
Cc1ccccc1NC1=NC(=S)N(c2ccccc2)C12CCOC(C)(C)C2 (stereo unspecified)	1.0%
COc1cccc(NC2C=CS(=O)(=O)C2)c1 (stereo unspecified)	-7.8%
O=C(CN1CCCN(S(=O)(=O)c2ccc(Br)s2)CC1)Nc1ccc(Cl)cc1	-3.2%
CCOc1cc(/C=N/NC(=O)Cn2nc([N+](=O)[O-])cc2C)cc(Br)c1OCc1ccccc1F	-0.8%
Cc1ccc(S(=O)(=O)NCC(=O)N(CC(=O)NC2CCCCC2)CC2CCCO2)cc1 (stereo unspecified)	-6.1%
CCCCCCN(C(=O)CCCCCN1C(=O)NC(c2ccc3ccccc3c2)C(C(=O)OCc2ccccc2)=C1C)C(C(=O)NCCCC)c1ccc(OCC(=O)OC)c(C(=O)OC)c1 (stereo unspecified)	-4.4%
COC(=O)C(O)(CC(=O)Nc1cc(OC)c(OC)c(OC)c1)C(F)(F)F (stereo unspecified)	-10.4%
COc1ccc(CN2CCn3ncc(C(=O)Nc4ccc(Cl)cc4Cl)c3C2=O)cc1	-9.8%
CCC(C)OC(=O)C1=C(C)O[C@]23OC(N)=C(C#N)[C@]12C(=O)c1ccccc13 (stereo partly specified)	5.5%
CCOC(=O)N1N=C(CC)CC1(O)C(F)(F)F (stereo unspecified)	-3.6%
CCOC(=O)c1c(NC(=O)Cn2nnc(-c3ccc(Cl)cc3)n2)sc(C)c1C	-8.7%
Cc1nc(SC2CC(=O)N(c3cc(Cl)cc(Cl)c3)C2=O)nc2c1CCCC2 (stereo unspecified)	-13.8%
COC(=O)c1ccccc1NC(=O)CSc1nnc(C(CO)NC(=O)c2ccccc2Cl)n1C (stereo unspecified)	1.8%
O=C(CSc1ncccn1)N1CCN(Cc2ccccc2)CC1	-5.7%
Oc1ccc(Nc2nc3ccccc3nc2Nc2ccc(O)cc2)cc1	17.5%
COc1ccc(CN(CC(=O)NC2CCCC2)C(=O)CCC(=O)Nc2cc(C)on2)cc1	-3.8%
FC(F)(F)c1cc(-c2ccco2)nc(NCc2ccc(Cl)cc2)n1	-5.6%
COC(=O)c1ccccc1NC(=O)N[C@@H](C)C(=O)OC	-8.4%
CC1=NN(/C(=N\c2nnc(C)s2)Nc2ccc(C)cc2)[C@H](c2ccc(C)cc2)S1	-10.4%
CC(=O)Nc1cc(-c2ccc(Cl)cc2)nn1-c1ccccc1	1.4%
COc1ccc(C(=O)COc2nc(C)cc(C)c2C#N)cc1	-10.8%
O=C(O)CSc1nc2ccccc2[nH]1	1.8%
Cc1ccccc1-n1cnnc1SCC(=O)N1CCN(c2ccccc2)CC1	-5.6%
Cn1c(NN)nc2sc3c(c2c1=O)CC(C)(C)OC3	-16.9%
CCCC(=O)Nc1ccc(Oc2ccc(NC(=O)CCC)cc2)cc1	12.1%
COC(=O)c1ccc(NC(=O)CSc2nnnn2C2CCCCC2)cc1	-9.3%
Cc1c(NC(=O)c2cc(=O)[nH]c3ccccc23)c(=O)n(-c2ccccc2)n1C	-8.5%
Cc1c(C(=O)Nc2ccc(F)cc2)oc2ccc(S(=O)(=O)N3CC(C)CC(C)C3)cc12 (stereo unspecified)	-0.8%
CCc1c(C)[nH]c2nc3ccccc3n2c1=O	-6.4%
CCOCCOCCC(C(=O)OCC)P(=O)(c1ccccc1)c1ccccc1 (stereo unspecified)	-15.6%
COc1ccc(Nc2nc(-c3sc(NC(C)=O)nc3C)cs2)cc1	3.6%
COc1cc(/C=N/n2cnnc2)ccc1OCc1ccc(C)cc1	7.0%
CC(C)CN(CCC(=O)O)CC(C)C	-1.2%
COc1cccc(CNn2c(-c3cccc(C)c3)nc3ccccc3c2=O)c1	14.6%
CC1(C(=O)NC2CCCC2)CCC(=O)N1Cc1ccccc1Cl (stereo unspecified)	-0.2%
CC(C)Cn1c(=O)[nH]c2ccccc21	0.5%
CCN1CCN(C(c2cccnc2)c2cc(Cl)c3cccnc3c2O)CC1 (stereo unspecified)	2.1%
ON1C2CCCCC2N(O)C1c1ccccc1C(F)(F)F (stereo unspecified)	-6.0%
Cc1cccc(C)c1NC(=O)/C(C#N)=C/c1cccs1	-9.8%
COc1ccc(N=C2C(=Nc3ccc(OC)cc3)N(c3ccccc3)C(=S)N2C(=O)c2ccc(Cl)cc2)cc1	2.4%
CCOC(=O)COc1c(-c2ccc(OC)cc2)oc2ccccc2c1=O	-10.5%
Cc1oc(-c2ccccc2)cc1C(=O)Nc1ccc2ccccc2c1	-12.6%
Cc1ccc(S(=O)(=O)NC(=O)c2cccn2C)cc1	-5.4%
O=S(=O)(NCC1OCCc2ccccc21)c1ccccc1 (stereo unspecified)	1.9%
CCOc1ccc2nnc(-c3ccc(Br)cc3)n2n1	-0.6%
CC(C)(C)n1nnnc1C(c1cccnc1)N(Cc1ccccc1)Cc1cccs1 (stereo unspecified)	-18.9%
COCCNS(=O)(=O)c1cc(Br)ccc1OC	-9.6%
CCCNC(=O)c1ccccc1NC(=O)COc1ccc(OC)cc1	3.7%
O=C(Oc1ccc(N(Cc2cccs2)C2=NS(=O)(=O)c3ccccc32)cc1)c1ccccc1Cl	25.9%

Exported bar-delimited: 6 of the compounds above
smiles | HT1080 viability
COc1ccc(N=C2C(=Nc3ccc(OC)cc3)N(c3ccccc3)C(=S)N2C(=O)c2ccc(Cl)cc2)cc1 | 2.4%
COCCNS(=O)(=O)c1cc(Br)ccc1OC | -9.6%
Cc1ccc(S(=O)(=O)NC(=O)c2cccn2C)cc1 | -5.4%
O=C(Oc1ccc(N(Cc2cccs2)C2=NS(=O)(=O)c3ccccc32)cc1)c1ccccc1Cl | 25.9%
Cc1oc(-c2ccccc2)cc1C(=O)Nc1ccc2ccccc2c1 | -12.6%
CCCNC(=O)c1ccccc1NC(=O)COc1ccc(OC)cc1 | 3.7%

Later entries
SMILES	HT1080 viability
CC(=O)Nc1ccc(S(=O)(=O)Nc2nc3ccccc3s2)cc1	-2.1%
O=C(NCC1CCN(c2ccc(S(=O)(=O)N3CCOCC3)cc2)CC1)c1cccc(Cl)c1	-2.4%
C/C(=N/Oc1nc(C)cc(C)n1)c1ccc(F)cc1	-1.9%
CC(=O)C1=C(O)C(=O)N(Cc2ccccc2)C1c1ccccc1F (stereo unspecified)	8.2%
O=C(NCCc1ccccc1)C1CCCN1S(=O)(=O)c1ccc(F)cc1 (stereo unspecified)	-1.4%
NC(=O)CN1CCOCCOCCN(CC(N)=O)CCOCC1	2.0%
Nc1ccc(C(=O)Nc2ccccc2C(=O)O)cc1	0.1%
COc1ccc(CNC(=O)CCn2cccc2)cc1	6.9%
Cc1csc(NC(=O)c2cc3c(s2)CCCC3)n1	25.7µM*
CCn1c(=O)n(CCc2ccccc2)c(=O)c2c3c(sc21)CCCC3	-13.0%
Cc1cc(N/C=C/C(=O)c2ccc(Br)cc2)no1	3.6%
CCc1cc2c(=O)n(-c3ccccc3)c(=S)[nH]c2s1	-18.7%
COc1ccccc1NC(=O)Cc1noc(CSc2nnc(N)s2)n1	-10.0%
CCOC(=O)Cn1nc(Cc2ccccc2)c2ccccc2c1=O	-1.4%
CCOC(=O)C1CCCN(C(=O)c2sc3nc(C)nc(N(CC)CC)c3c2C)C1 (stereo unspecified)	-15.7%
O=c1cc(-c2cccs2)oc2ccc(Cl)cc12	-3.1%
O=C(Nc1ccc(N2CCCCC2)cc1)c1cccnc1Cl	7.2%
CCCCn1c(SCC(=O)N2CCCCC2C)nc2cc(S(N)(=O)=O)ccc21 (stereo unspecified)	-7.8%
CC(=O)Nc1ccccc1-c1nn[nH]n1	-11.5%
CC(C)c1cccc2nc3c(c(C(C)(C)C)c12)Cn1c-3cccc1=O	-18.6%
COc1ccc(CN(C)c2ncnc(N)n2)cc1	-10.2%
COC(=O)c1cnn(C(=O)c2ccccc2Br)c1N	2.9%
COc1ccc(CC(=O)NCCN2CCCC2)cc1	18.0%
CCOC(=O)C(=O)Nc1ccc(S(=O)(=O)Nc2ncccn2)cc1	25.9%
O=C1S/C(=C/c2ccc(N3CCOCC3)o2)C(=O)N1Cc1ccc(F)cc1	-6.3%
CC1CN=C(N(Cc2ccccc2)C(=O)Nc2ccccc2)S1 (stereo unspecified)	-15.8%
O=C(Nc1nnc(-c2ccc(Cl)cc2)o1)Nc1ccccc1Cl	-9.4%
O=[N+]([O-])/C(=C\Nc1ccccc1Cl)S(=O)(=O)c1ccccc1	-11.7%
COc1ccc(CCN2C(=O)C3C4CC(C5C(C(=O)N/N=C\c6ccc(Cl)cc6)=NOC45)C3C2=O)cc1OC (stereo unspecified)	1.1%
